Screens from PubChem.
NALP1 inh = NALP1 inflammasome inhibitors in reconstituted yeast, colorimetric, S. cerevisiae, triplicate retest. S. cerevisiae NALP1/ASC/caspase-1 growth, X-gal OD620, 72 h. inhibition, % at 10 µM. hit rate 0.61% among 280,000; in the data active means inhibition mostly above about 24%, no sharp cut-off; inactive means mostly below about 32%; further: some compounds called inactive have numbers as strong as hits
MEKK2wt PB1 HTS = modulators of MEK5 binding to wildtype MEKK2, primary screen, biochemical, multiplex bead flow cytometry, Alexa488-MEK5 | Mitogen-activated protein kinase kinase kinase 2 (Homo sapiens), Q9Y2U5 | Alexa488-MEK5 binding to MEKK2 WT; actives lie on both sides | binding response (% of control), % at 10 µM | hit rate 1.1% among 290,000 | AID 1531, 2009; in the data active means binding response below about 67% or above about 130%
V1aR counter = agonists of human V1a receptor, primary screen, counter-screen for OXTR agonist project, fluorescence, CHO-V1R cells; Vasopressin V1a receptor (Homo sapiens), P37288; Fluo-8 calcium fluorescence, agonist mode; 0% DMSO, 100% 3 nM vasopressin; activation, % at 3 µM; hit rate 0.25% among 320,000;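 active means activation above the mean activation of all tested compounds plus 3 SD, per screening run, cut at about 20% in these data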;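 further: signal is peak over basal fluorescence ratio across a 100 second FLIPR read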
MEKK3 PB1 HTS = modulators of MEKK3-MEK5 PB1 binding, primary screen, biochemical, wildtype MEKK3, multiplex bead flow cytometry, Alexa488-MEK5. hit rate 1.4% among 290,000. bead-based flow cytometry, Alexa488-MEK5 binding to MEKK3; actives lie on both sides; 0 = blocked by unlabeled MEK5, 100 = vehicle. binding response (% of control), % at 10 µM. Mitogen-activated protein kinase kinase kinase 3 (Homo sapiens), Q99759;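 active means binding response more than 3 SD above or below the average of its plate-row segment, actives on both sides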;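 further: Alexa488 bead fluorescence after subtracting the streptavidin-only scavenger bead signal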
MEKK2 mut-MEK5 = MEK5 binding signal on mutant MEKK2 PB1, primary screen, biochemical, multiplex bead flow cytometry, Alexa488-MEK5 | Alexa488-MEK5 binding to MEKK2 mutant | percent response, % at 10 µM | hit rate 0.35% among 290,000 | AID 1530, 2009; in the data active means percent response above about 24%, passing the limit was not always enough; further: inactives centre near 1; some results filed as inactive read as strong as hits; reference of the scale not given here
OXTR agonist = human OXTR agonists, primary screen, fluorescence, CHO-OTR cells, Fluo-8 calcium. Oxytocin receptor (Homo sapiens), P30559. Fluo-8 calcium fluorescence; normalized: DMSO 0%, oxytocin 100%. AID 2435, 2010. hit rate 0.32% among 320,000. activation, % at 3 µM;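 active means activation above the mean of all tested compounds plus 3 SD, cutoff set per screening run, cut at about 20% in these data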;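 further: peak over basal fluorescence ratio from a 100 s FLIPR kinetic read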
Target sequence (P30559 whole entry, looked up): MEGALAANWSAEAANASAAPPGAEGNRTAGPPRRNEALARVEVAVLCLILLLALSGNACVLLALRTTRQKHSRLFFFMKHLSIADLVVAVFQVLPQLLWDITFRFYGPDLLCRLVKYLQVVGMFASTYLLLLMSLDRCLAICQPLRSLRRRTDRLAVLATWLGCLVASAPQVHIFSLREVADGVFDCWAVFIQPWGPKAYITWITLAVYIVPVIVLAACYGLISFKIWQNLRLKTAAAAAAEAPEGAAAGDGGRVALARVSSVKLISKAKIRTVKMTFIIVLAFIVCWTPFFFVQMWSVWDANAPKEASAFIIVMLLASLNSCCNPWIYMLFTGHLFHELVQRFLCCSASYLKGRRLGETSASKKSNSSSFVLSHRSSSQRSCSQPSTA
GPR7 antagonist = GPR7 receptor antagonists, primary screen, cell-based, fluorescence, single concentration. AID 1861, 2009. GPR7-expressing cells, fluorescence antagonist assay. inhibition, % at 4.4 µM. hit rate 1.1% among 290,000; in the data active means inhibition above about 16%, passing the limit was not always enough;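 further: cells stimulated with the agonist NPW; 0% = agonist with vehicle and 100% = vehicle without agonist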
PHOSPHO1 inh = PubChem AID 1565; Phosphoethanolamine/phosphocholine phosphatase (Homo sapiens), Q8TCT1; recombinant PHOSPHO1, absorbance phosphatase assay; inhibition, % at 13.3 µM; hit rate 1.1% among 290,000; in the data active means inhibition above about 60%
Target sequence (Q8TCT1 whole entry, looked up): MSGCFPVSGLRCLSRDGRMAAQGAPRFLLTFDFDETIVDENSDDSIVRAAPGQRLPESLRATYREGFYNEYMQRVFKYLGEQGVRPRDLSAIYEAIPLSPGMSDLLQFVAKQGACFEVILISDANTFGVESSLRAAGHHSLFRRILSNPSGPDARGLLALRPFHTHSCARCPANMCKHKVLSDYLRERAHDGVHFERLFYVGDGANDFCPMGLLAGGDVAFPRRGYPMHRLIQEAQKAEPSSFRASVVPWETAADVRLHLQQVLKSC
GalR3 antagonist = GalR3 antagonists in HEK293 cells, primary screen, cell-based, fluorescence readout; HEK293 GalR3-CNG cAMP membrane potential fluorescence; galR3 body fused to GalR1 C-terminus; inhibition, % at 3 µM; hit rate 0.44% among 360,000; Galanin receptor type 3 (Homo sapiens), O60755;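 active means inhibition above the screen-wide average plus 3 SD, cut at about 13% in these data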;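 further: forskolin and galanin both at EC90 stimulate the cells; cAMP rise reported by CNG channel membrane potential dye signal; 0% = forskolin plus galanin with DMSO and 100% = forskolin alone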
Target sequence (O60755 1-299 limits assumed): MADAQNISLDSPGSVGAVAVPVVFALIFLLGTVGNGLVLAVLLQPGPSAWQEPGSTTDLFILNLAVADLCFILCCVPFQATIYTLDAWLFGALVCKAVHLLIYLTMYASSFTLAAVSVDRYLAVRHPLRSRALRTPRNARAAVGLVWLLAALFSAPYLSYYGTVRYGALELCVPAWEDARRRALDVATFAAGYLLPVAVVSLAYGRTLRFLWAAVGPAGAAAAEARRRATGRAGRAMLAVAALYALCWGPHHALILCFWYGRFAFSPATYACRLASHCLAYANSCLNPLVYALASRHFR
The depositor's hits bear a star; x = not tested or not shown. Outcome played no part in choosing rows, and some 5.4% of all compounds hit somewhere here.

SMILES | NALP1 inh | MEKK2wt PB1 HTS | V1aR counter | MEKK3 PB1 HTS | MEKK2 mut-MEK5 | OXTR agonist | GPR7 antagonist | PHOSPHO1 inh | GalR3 antagonist
CCCCCCc1cc2cc(-c3nnc(-c4ccccc4)o3)c(=O)oc2cc1O | 31 | 82 | 2.2 | 103 | -8 | 6.3 | -6 | -3 | 3
COc1ccc(NC(=O)CCS(=O)(=O)c2ccc3c(c2)CCN3C(C)=O)cc1 | 5 | 100 | -0.1 | 98 | -5 | -0.1 | -7 | 33 | -2
O=C(c1cccc(OC2CCN(Cc3cc(F)cc(F)c3)CC2)c1)N1CCCC1 | 4 | 108 | 3.9 | 101 | 6 | -0.4 | 3 | 16 | -8
Clc1ccc(-c2nnc(C34CC5CC(CC(C5)C3)C4)o2)cn1 | 7 | 100 | 1.0 | 106 | 4 | 0.3 | -10 | -1 | x
O=S(=O)(NCCc1ccccn1)c1ccc(F)c(F)c1 | -38 | x | -0.1 | x | x | 0.3 | -3 | -23 | -2
Cc1ccc(OCC(=O)N2CCN(C(=O)c3cccs3)CC2)cc1 | 11 | 101 | 0.0 | 95 | 1 | 0.5 | -2 | -13 | 0
COc1ccc(CCNc2oc(-c3ccccc3OC)nc2C#N)cc1 | -26 | 107 | 0.1 | 105 | 2 | -1.8 | 4 | 18 | -4
COc1ccc(NC(=O)CN(C)C(=O)Cc2ccsc2)cc1 | 11 | 104 | -1.0 | 100 | 2 | 0.1 | 20 | 5 | -1
Cc1ccc(/C=N\NC(=O)CCc2n[nH]c(=O)[nH]c2=O)o1 | 2 | 103 | -0.4 | 102 | 0 | -0.2 | -6 | -13 | -1
CCOC(=O)c1[nH]c2c(c1-c1ccccc1)C(=O)CC(c1ccccc1)C2 (configuration not stated) | 20 | 97 | -0.5 | 106 | -3 | -1.7 | 2 | -14 | -5
O=C(c1ccc(Cl)cc1)C1CCN(C(=O)N2CCOCC2)CC1 | 11 | 98 | 0.3 | 102 | 1 | 1.1 | 0 | 5 | -6
CC1CCCN(CCCNC(=O)c2ccc3c(c2)N(Cc2ccccc2F)C(=O)c2ccccc2S3(=O)=O)C1 (configuration not stated) | 24 | 136* | 2.1 | 111 | 18 | 3.3 | 2 | 1 | -13
O=C(NCc1ccccc1)C1CCCC1 | 8 | 99 | 0.1 | 99 | 0 | -0.7 | 19 | x | x
Cc1cccc(NC(=O)/C(C#N)=C/c2ccccc2O)n1 | 5 | 97 | x | 97 | -1 | x | -4 | 32 | -6
Cc1sc2nc(CSc3nc4ccccc4c(=O)n3CCCN3CCOCC3)[nH]c(=O)c2c1C | 3 | 106 | 1.0 | 102 | 1 | 1.0 | -1 | 6 | 1
COc1ccc(C(CNC(=O)COc2ccccc2OC)N2CCCCC2)cc1 (configuration not stated) | -2 | 105 | 0.1 | 100 | 5 | -0.8 | -7 | 30 | -1
COc1cc2ccccc2cc1C(=O)N(CCN(C)C)c1nc2c(C)cccc2s1 | 22 | 129 | -0.4 | 103 | 18 | -1.7 | 17 | 6 | 3
CNS(=O)(=O)c1cccc(C(=O)OCC(=O)NCc2ccccc2)c1 | 14 | 100 | 0.0 | 101 | 0 | 1.8 | -15 | 9 | -4
CCOC(=O)C1CCN(S(=O)(=O)c2ccc3c(c2)NC(=O)CS3)CC1 | 18 | 89 | 3.5 | 88 | -10 | -0.1 | 20 | 15 | -6
CC(C)CC(NC(=O)C1CCCCC1)C(=O)N1CCN(c2ccccn2)CC1 (configuration not stated) | 12 | 94 | -1.4 | 94 | -3 | -2.5 | -8 | -3 | 3
CC(C)N(CCCNC(=O)Cn1c(=O)c2cccn2c2ccccc21)Cc1ccccc1 | 8 | 103 | -0.2 | 102 | 3 | 0.3 | -8 | 44 | -4
CN(C)C1(CNC(=O)CC(NC(=O)c2ccccc2Cl)c2ccccc2)CCCCC1 (configuration not stated) | 6 | 99 | 0.9 | 98 | 6 | -0.2 | -10 | 23 | -7
COc1ccccc1N1CCN(C(=O)CNS(=O)(=O)c2ccc(Br)s2)CC1 | 4 | 104 | 6.7 | 101 | 1 | 6.7 | -7 | 0 | -7
CCOc1ccc(NC(=O)CNC(=O)c2ccco2)cc1 | -2 | 98 | -0.9 | 97 | 1 | 0.2 | -14 | x | -5
COc1cc2c(cc1OC)CN(C(=O)CNS(=O)(=O)c1ccc(C)c(C)c1)CC2 | 10 | 102 | 0.0 | 99 | 2 | -0.3 | -6 | 12 | -4
Next part:
SMILES | NALP1 inh | MEKK2wt PB1 HTS | V1aR counter | MEKK3 PB1 HTS | MEKK2 mut-MEK5 | OXTR agonist | GPR7 antagonist | PHOSPHO1 inh | GalR3 antagonist
CCC(NC(=O)c1cc(COc2cc(C)c(Cl)c(C)c2)on1)c1ccncc1 (configuration not stated) | 12 | 100 | 17 | 105 | 5 | 18 | 17 | 7 | -3
CS(=O)(=O)N1CCC(C(=O)NCCN2CCN(Cc3ccccc3)CC2)CC1 | 33 | 121 | 1.2 | 100 | 12 | 1.2 | 6 | 46 | -2
CCc1c(O)nc2sc3ccccc3n2c1=O | 12 | 107 | -0.1 | 104 | 12 | -0.2 | -14 | 46 | -4
COCCCN1C(=O)N(c2ccc(F)cc2)C(=O)C1CC(=O)Nc1ccc(OC)cc1 (configuration not stated) | 7 | 101 | -1.5 | 100 | -1 | 1.4 | 5 | 5 | -12
Cc1nn(Cc2ccc(Cl)cc2)c(Cl)c1/C=N/NC(=O)c1cccnc1 | 24 | 99 | 1.2 | 96 | -1 | 1.3 | 3 | -1 | -1
COc1ccc(S(=O)(=O)Oc2cccc(/C=N/N=C3/NC(=O)C(CC(=O)O)S3)c2)cc1 (configuration not stated) | 5 | 85 | 0.1 | 90 | -12 | -1.3 | 10 | -12 | 1
CCN1CCN(C(=O)CN(CCc2ccccc2)S(C)(=O)=O)CC1 | -4 | 101 | 0.6 | 101 | 4 | 0.3 | 3 | 6 | 1
CCOC(=O)c1c(NC(=O)C(C)Sc2c[nH]c3ccccc23)sc2c1CCC2 (configuration not stated) | 35 | 115 | 0.2 | 109 | 5 | -1.0 | -4 | -1 | x
O=C(NC1CCCN(Cc2ccc(Cl)cc2)C1)c1cccc(N2CCCC2=O)c1 (configuration not stated) | 12 | 98 | -0.1 | 92 | 3 | -1.2 | -13 | 18 | -1
O=C(OCC(=O)N1CCCCC1)c1cc2ccccc2cc1O | 32 | 109 | 1.6 | 105 | 3 | 1.4 | -10 | -28 | 3
O=C(O)CCc1nn2c3ccccc3n(Cc3ccccc3)c2nc1=O | -12 | 100 | 0.1 | 103 | 5 | 0.9 | -14 | 54 | 1
O=C(NC1CCCCCCC1)c1ccc2c(c1)N(Cc1ccc(F)cc1)C(=O)CS2=O (configuration not stated) | 2 | 103 | -0.9 | 108 | 4 | -1.1 | -9 | -1 | -6
COc1ccc(C(=O)OCCN2CCOCC2)cc1 | 2 | 98 | 0.6 | 94 | 17 | -0.4 | 3 | 6 | -1
CC(C)CN(C(=O)CN1CCN(c2ccccc2F)CC1)c1c(N)n(CC(C)C)c(=O)[nH]c1=O | 10 | 106 | 0.8 | 103 | 0 | -1.1 | -6 | 12 | 0
Cc1cc2c(cc1S(=O)(=O)CCC(=O)NC1CCCCC1C)OCC(=O)N2 (configuration not stated) | 11 | 102 | 1.6 | 103 | -1 | 0.7 | -6 | 12 | x
O=C(CCSc1ccccc1)N1CCCC1 | 7 | 103 | 0.0 | 99 | 1 | 0.0 | -4 | 27 | -7
CCOc1ccc(Nc2nc(NCc3ccco3)nc(N)c2[N+](=O)[O-])cc1 | 5 | 100 | -0.5 | 98 | 6 | -0.6 | -18 | 3 | -3
CC(=O)OCCOc1nc(NC(C)C)nc(NC(C)C)n1 | 39 | 100 | 0.2 | 97 | -1 | 0.1 | -14 | -6 | 4
O=C(/C=C/c1ccccc1)Nc1cccc(C(=O)O)c1 | 2 | 102 | 5.2 | 105 | -7 | -0.9 | -4 | 28 | 0
CCOC(=O)N1CCC(NC(=O)c2cc(C(=O)Nc3ccc(OCC)cc3)ccc2CO)CC1 | 8 | 104 | 0.6 | 104 | 5 | -0.2 | -5 | 2 | 1
COc1ccc(N2CCN(C(=O)CCNS(=O)(=O)c3cccs3)CC2)cc1 | -8 | 100 | 1.6 | 101 | 2 | 3.0 | 3 | 10 | -5
O=[N+]([O-])c1ccc(O)c(C=Nc2cccc3ccccc23)c1 | -11 | 107 | 0.4 | 106 | 7 | 0.8 | -10 | 19 | -10
COc1ccc(C)cc1NC(=O)CN(C)S(=O)(=O)c1ccc2c(c1)CC(C)N2C(C)=O (configuration not stated) | 24 | 100 | 0.5 | 99 | 1 | -1.7 | -6 | 18 | -7

Arranged by length of the SMILES (high to low): part of the list above.
SMILES | NALP1 inh | MEKK2wt PB1 HTS | V1aR counter | MEKK3 PB1 HTS | MEKK2 mut-MEK5 | OXTR agonist | GPR7 antagonist | PHOSPHO1 inh | GalR3 antagonist
COc1cc2c(cc1OC)CN(C(=O)CNS(=O)(=O)c1ccc(C)c(C)c1)CC2 | 10 | 102 | 0.0 | 99 | 2 | -0.3 | -6 | 12 | -4
CC(C)N(CCCNC(=O)Cn1c(=O)c2cccn2c2ccccc21)Cc1ccccc1 | 8 | 103 | -0.2 | 102 | 3 | 0.3 | -8 | 44 | -4
CCOC(=O)c1c(NC(=O)C(C)Sc2c[nH]c3ccccc23)sc2c1CCC2 (configuration not stated) | 35 | 115 | 0.2 | 109 | 5 | -1.0 | -4 | -1 | x
O=C(NC1CCCN(Cc2ccc(Cl)cc2)C1)c1cccc(N2CCCC2=O)c1 (configuration not stated) | 12 | 98 | -0.1 | 92 | 3 | -1.2 | -13 | 18 | -1
CC(C)CC(NC(=O)C1CCCCC1)C(=O)N1CCN(c2ccccn2)CC1 (configuration not stated) | 12 | 94 | -1.4 | 94 | -3 | -2.5 | -8 | -3 | 3
O=[N+]([O-])c1ccc(O)c(C=Nc2cccc3ccccc23)c1 | -11 | 107 | 0.4 | 106 | 7 | 0.8 | -10 | 19 | -10
COc1ccc(NC(=O)CN(C)C(=O)Cc2ccsc2)cc1 | 11 | 104 | -1.0 | 100 | 2 | 0.1 | 20 | 5 | -1
CC(=O)OCCOc1nc(NC(C)C)nc(NC(C)C)n1 | 39 | 100 | 0.2 | 97 | -1 | 0.1 | -14 | -6 | 4
CCOc1ccc(NC(=O)CNC(=O)c2ccco2)cc1 | -2 | 98 | -0.9 | 97 | 1 | 0.2 | -14 | x | -5
COc1ccc(C(=O)OCCN2CCOCC2)cc1 | 2 | 98 | 0.6 | 94 | 17 | -0.4 | 3 | 6 | -1
O=C(CCSc1ccccc1)N1CCCC1 | 7 | 103 | 0.0 | 99 | 1 | 0.0 | -4 | 27 | -7
